RTF Ca sens inh: cardiac RTF calcium desensitization. IANBD-labeled cardiac RTF, Ca2+ fluorescence. inhibition, % at 7.15 µM. 0.12% of 340,000 active. AID 493244;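 active = inhibition above the mean inhibition of all tested compounds plus 3 SD, cut at about 17% in these data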;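 note: assay run at fixed EC70 calcium of 1.6 mM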
Keap1-Nrf2 PPI: disrupts human Keap1 binding to Nrf2 peptide; Keap1 Kelch-Nrf2 peptide fluorescence polarization, 1536-well; inhibition, % at 9.4 µM; 0.15% of 340,000 active; AID 504523; in the data active = inhibition above about 12%;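 note: human Keap1 Kelch domain with fluorescein labeled Nrf2 9mer peptide probe; 0% = neutral control wells and 100% = peptide positive control; higher means more block of Keap1 binding to Nrf2 peptide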
PKA-R2B act: activates the human PKA-R2B holoenzyme complex | activation, % at 11.4 µM | PKA-R2B holoenzyme dissociation, Cy5-IP20 fluorescence polarization; R2B truncated from residue 108, S112A mutant; 0% DMSO only, 100% 113 µM cGMP | 0.079% of 340,000 active | P22694+P31323;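 active = activation above a cutoff set at the mean over all compounds plus 3 SD, cut at about 18% in these data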;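 note: higher means more holoenzyme dissociation and a rise in polarization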
RTF Ca sens act: cardiac RTF calcium sensitization | IANBD-labeled TnC RTF fluorescence at EC20 calcium; 0% EC20 calcium, 100% full calcium | activation, % at 7.2 µM | 0.24% of 340,000 active | AID 493008;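 active = activation above the mean over all tested compounds plus 3 SD, cut at about 30% in these data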;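 note: rise in fluorescence read as greater calcium sensitivity of cardiac thin filaments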
CAL PDZ FP-1: human CAL PDZ-peptide interaction inhibition; purified CAL PDZ, TMR-peptide fluorescence polarization, 1 h; inhibition, % at 20 µM; 0.02% of 330,000 active; AID 504414;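 active = highest replicate inhibition of at least 40%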;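 note: plate controls were DMSO neutral control wells for no effect and unlabeled competitor peptide control wells for full effect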
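material = purified tagged CAL PDZ domain construct (CerCALP) | compound dosing = 20 µM, one dose | times = 1 h at RT | measured by = fluorescence polarization from S- and P-plane intensities, G-factor corrected | read-out = inhibition from polarization loss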
SR-BI DiI-HDL act: activators of SR-BI mediated HDL lipid uptake; activation, % at 12.5 µM; CHO ldlA[mSR-BI] cells, DiI-HDL uptake fluorescence, 3 h; 100 = double the neutral-control signal; AID 504775; 0.096% of 320,000 active;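 active = mean replicate activation of at least 60% and every replicate at or above 60%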;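 note: 0% = median plate neutral-control signal and 100% = twice that signal; values of inactives mirror those of a sister screen read the other way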
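Material: SR-BI-overexpressing, LDLR-lacking CHO cells; schedule: compound exposure 3 h, 37 °C; reagent: DiI-labelled HDL at 10 µg/mL final; technique: bottom-read fluorescence, 550/595 nm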
CAL PDZ FP-2: blocks peptide binding to the human CAL PDZ domain | Q9HD26 | purified CAL PDZ, TMR-peptide fluorescence polarization, 1 h | inhibition, % at 24.9 µM | AID 602252 | 0.92% of 300,000 active;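 active = mean inhibition of at least 30% with at least half of replicates also reaching 30%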;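 note: 0% = DMSO neutral control and 100% = excess unlabeled competitor peptide PRC23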
Rtt109 HAT inh: inhibitors of Candida albicans Rtt109/Vps75 histone acetyltransferase; Q5AAJ8; purified Rtt109/Vps75, ThioGlo CoA-SH fluorescence, 4 h; inhibition, % at 34.9 µM; 0.16% of 330,000 active; AID 540336;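 active = inhibition of at least 50% in every replicate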
Target sequence (Q5AAJ8 whole entry, looked up): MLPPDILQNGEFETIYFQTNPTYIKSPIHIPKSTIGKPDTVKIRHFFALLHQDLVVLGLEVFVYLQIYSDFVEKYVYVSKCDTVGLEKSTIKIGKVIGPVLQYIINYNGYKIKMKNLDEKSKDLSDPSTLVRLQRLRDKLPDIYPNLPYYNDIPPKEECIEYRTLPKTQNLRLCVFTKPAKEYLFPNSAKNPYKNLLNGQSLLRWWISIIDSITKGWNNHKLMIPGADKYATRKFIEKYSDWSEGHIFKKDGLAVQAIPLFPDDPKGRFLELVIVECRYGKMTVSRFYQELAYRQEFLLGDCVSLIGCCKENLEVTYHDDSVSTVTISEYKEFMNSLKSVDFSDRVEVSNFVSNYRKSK
LANA DNA inh: inhibitors of KSHV LANA C-terminal domain DNA binding; inhibition, % at 9 µM; AID 504423; MBP-C-LANA/FAM-LBS DNA binding, fluorescence polarization; 0.078% of 340,000 active;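 active = highest replicate inhibition at or above 60% at 9 µM, even if other replicates fall short; inactive = all replicates below 60% inhibition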;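 note: 0% = neutral control wells and 100% = 4 µM acridine orange control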
DAGLB inhibitor: blocks human DAGLB lipase activity. 0.059% of 340,000 active. HEK293T DAGLB membrane lysate, EnzChek fluorogenic substrate. inhibition, % at 5.17 µM. AID 504411; in the data active = inhibition above about 34%;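 note: 0% = enzyme with vehicle and 100% = wells lacking enzyme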
Target sequence (Q8NCG7 whole entry, looked up): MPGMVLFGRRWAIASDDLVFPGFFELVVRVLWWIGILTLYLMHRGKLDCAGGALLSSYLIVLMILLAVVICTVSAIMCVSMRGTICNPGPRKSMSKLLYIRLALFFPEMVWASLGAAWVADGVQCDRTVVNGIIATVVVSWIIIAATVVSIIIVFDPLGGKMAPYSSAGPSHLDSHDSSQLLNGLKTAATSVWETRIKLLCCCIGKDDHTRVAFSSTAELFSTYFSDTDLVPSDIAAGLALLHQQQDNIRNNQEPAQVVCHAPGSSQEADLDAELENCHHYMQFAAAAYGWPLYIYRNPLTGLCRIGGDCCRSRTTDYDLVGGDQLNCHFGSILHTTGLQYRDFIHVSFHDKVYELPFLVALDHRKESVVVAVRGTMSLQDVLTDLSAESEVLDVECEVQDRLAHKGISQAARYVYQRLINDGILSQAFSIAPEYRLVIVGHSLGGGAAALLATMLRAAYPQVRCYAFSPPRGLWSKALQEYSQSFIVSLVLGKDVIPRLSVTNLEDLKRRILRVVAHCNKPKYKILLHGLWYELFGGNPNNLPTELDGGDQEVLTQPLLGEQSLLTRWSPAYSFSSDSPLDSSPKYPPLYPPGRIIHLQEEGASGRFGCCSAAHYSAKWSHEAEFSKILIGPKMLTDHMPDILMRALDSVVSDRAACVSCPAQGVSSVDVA
Starred values were filed as active, the others as inactive; . = not tested or not shown.

SMILES | RTF Ca sens inh | Keap1-Nrf2 PPI | PKA-R2B act | RTF Ca sens act | CAL PDZ FP-1 | SR-BI DiI-HDL act | CAL PDZ FP-2 | Rtt109 HAT inh | LANA DNA inh | DAGLB inhibitor
CCN(CC)S(=O)(=O)c1ccc2c(c1)[nH]c(=S)n2CC | -1 | 6 | -2 | -1 | -0.4 | 26 | -5 | . | 0.0 | 0
COc1ccc(NC(=O)C2CCN(C(=O)C3CC(=O)N(c4ccc(C)cc4)C3)CC2)c(OC)c1 (stereo not drawn) | -5 | -7 | -7 | -5 | -0.6 | -79 | -5 | 1 | -0.1 | -2
C=CCN(CC(=O)NC1CC1)S(=O)(=O)c1cccc(C(F)(F)F)c1 | -2 | -4 | 1 | 3 | -0.7 | -4 | -2 | -2 | -1.3 | -4
CCOc1ccccc1CNc1ccc(N2CCOCC2)c(C(=O)O)c1 | -1 | -2 | -2 | 4 | 0.7 | -17 | . | -3 | -0.5 | 0
COc1ccc(Cl)cc1NC(=O)CN(C)C(=O)C1CCN(C(=O)Nc2ccccc2)CC1 | -7 | 3 | -2 | 2 | -0.3 | -53 | 1 | -5 | 1.0 | -1
O=C(CNC(=O)c1cccc(Cl)c1)NCC(c1cccs1)N1CCOCC1 (stereo not drawn) | -5 | 1 | 5 | -2 | -0.5 | 11 | 1 | -3 | -0.7 | -4
CCOc1ccc(-c2ncncc2-c2ccc(OC)cc2)c(O)c1 | -1 | 6 | -5 | -5 | 1.1 | -36 | -2 | -3 | 0.4 | 0
CCCC(c1nnnn1Cc1ccc(F)cc1)N1CCN(C2CCCCC2)CC1 (stereo not drawn) | -4 | -1 | 3 | 1 | -0.9 | -6 | -1 | -6 | 0.6 | 0
O=C(O)COc1ccccc1/C=N/NC(=O)CSc1nc2ccccc2c(=O)n1-c1ccccc1 | -11 | -2 | -4 | 0 | -2.6 | . | 1 | 46 | -2.6 | 1
O=c1cc(-c2ccccc2)[nH]c2cc(F)ccc12 | -22 | -5 | 5 | 5 | -0.4 | -11 | -3 | 6 | -0.7 | -4
CCc1noc(C)c1C(=O)N(CCCOC)c1c(N)n(Cc2ccccc2)c(=O)[nH]c1=O | -21 | -3 | -7 | -3 | -3.2 | 13 | -2 | 0 | 0.0 | 4
O=[N+]([O-])c1ccc(Nc2ccccc2O)c2nonc12 | 9 | -6 | -9 | 1 | -0.2 | 13 | -1 | 1 | 2.5 | 17
O=[N+]([O-])c1ccccc1S(=O)(=O)NC1CCCC1 | . | -5 | . | . | -0.7 | 3 | 3 | -11 | -0.5 | .
COc1ccc(/C(O)=C2\C(=O)C(=O)N(CCN(C)C)C2c2cccc(OC)c2OC)cc1 (stereo not drawn) | -6 | 3 | 0 | 5 | -1.7 | -44 | -1 | -7 | -0.5 | 2
Cn1cc(/C=C(\NC(=O)c2ccccc2Cl)C(=O)NCCN2CCOCC2)c2ccccc21 | -5 | -2 | -5 | 1 | -0.1 | 2 | -5 | 24 | 0.5 | 1
CCOc1ccccc1CN1CCN(Cc2[nH]c3ccccc3c2C)CC1CCO (stereo not drawn) | 8 | 0 | 3 | -5 | -1.7 | -10 | -4 | 14 | -1.0 | 1
CCNC(=S)N/N=C/c1cccs1 | 10 | -7 | -13 | 12 | -2.1 | . | 0 | 5 | -1.0 | 0
CCn1ccnc1CNC(=O)CC1C(=O)NCCN1CCCc1ccccc1 (stereo not drawn) | -8 | 2 | 7 | 4 | -0.2 | 12 | -5 | -3 | 0.0 | 0
Cc1cc2ncn(C(=O)N3CCCCCC3)c2cc1C | -11 | -1 | -8 | 2 | -2.3 | -10 | 5 | -5 | -0.7 | -5
CCN(CC)C(=O)Cn1cc(S(=O)(=O)CC(=O)Nc2ccc3c(c2)OCCO3)c2ccccc21 | 4 | -3 | -6 | 4 | -2.1 | -46 | -22 | -4 | 4.6 | -2

Looked up above:
For SR-BI DiI-HDL act, CCOc1ccccc1CN1CCN(Cc2[nH]c3ccccc3c2C)CC1CCO (stereo not drawn) has the entry -10
For SR-BI DiI-HDL act, COc1ccc(Cl)cc1NC(=O)CN(C)C(=O)C1CCN(C(=O)Nc2ccccc2)CC1 has the entry -53

New compounds follow
SMILES | RTF Ca sens inh | Keap1-Nrf2 PPI | PKA-R2B act | RTF Ca sens act | CAL PDZ FP-1 | SR-BI DiI-HDL act | CAL PDZ FP-2 | Rtt109 HAT inh | LANA DNA inh | DAGLB inhibitor
Cc1ccc(S(=O)(=O)NC(=O)Nn2c(C)nnc2C)cc1 | -10 | -2 | 5 | 1 | -2.1 | 8 | 0 | 11 | -0.5 | 0
O=C(COc1ccccc1)NCc1ccco1 | 2 | 4 | -8 | 5 | 0.5 | 19 | -1 | 9 | -3.0 | -3
CC(C)c1nc(SCC(=O)Nc2ccc([N+](=O)[O-])cc2Br)n[nH]1 | -4 | -6 | 1 | -1 | -3.3 | -12 | -1 | -1 | -0.6 | 1
CCc1nnc(NC(=O)CCC(=O)NC2CCCC2)s1 | -8 | -3 | -2 | -2 | -1.3 | 3 | 3 | -7 | 0.8 | 1
O=C(Sc1ccc(Cl)cc1)c1cccc(Cn2cc(C(F)(F)F)ccc2=O)c1 | 1 | -2 | 1 | 3 | -0.9 | 4 | 4 | -1 | -0.2 | -2
CCn1c(COc2ccc(=O)n(-c3ccccc3)n2)nnc1SCc1ccccc1C | -8 | 0 | 4 | 3 | -1.6 | -16 | -4 | -6 | 2.1 | 2
Cc1ccc(NS(=O)(=O)c2cc(C(=O)NCCSc3ccc(C)cc3)ccc2C)cc1 | -12 | -6 | -12 | -4 | -0.3 | -18 | -4 | 5 | -0.5 | -4
CCOC(=O)N1CCN(C(=O)NC23CC4CC(CC(C4)C2)C3)CC1 | -10 | -1 | -5 | 1 | . | 10 | -1 | -5 | -1.8 | -2
COc1ccc(C(=O)C2CCCN(Cc3cnc(N4CCCC4)s3)C2)cc1OC (stereo not drawn) | -3 | 5 | -1 | -1 | -1.4 | 9 | -2 | 2 | 4.1 | -1
O=C(COC(=O)CSc1cc(Cl)ccc1Cl)NCc1ccc2c(c1)OCO2 | 0 | -2 | -5 | -2 | -1.4 | 16 | 4 | 8 | -0.3 | -7
CCc1nnc(NC(=O)c2cc3c(s2)CCCCC3)s1 | -5 | 2 | 0 | 2 | -2.2 | 8 | 0 | 1 | -0.2 | 0
CCCc1noc(-c2ccc(-c3ccccc3)cc2)n1 | -4 | -2 | -6 | -1 | 0.0 | -24 | 2 | 0 | -0.8 | -8
COc1ccc2[nH]c(C(=O)N3CCN(Cc4ccccc4)CC3)cc2c1OC | -9 | -3 | 1 | -1 | . | 12 | 6 | 9 | 0.2 | 0
Cc1cccc(N2CCN(C(=O)c3cnn4c(C(F)F)cc(-c5ccccc5)nc34)CC2)c1C | -5 | 2 | -14 | 0 | -1.4 | 0 | . | 0 | 0.3 | -1
CCCC(=O)Nc1ccc(NC(=O)c2ccccc2Cl)nc1 | -2 | 0 | -7 | -5 | . | -16 | 41* | -3 | 1.5 | -1
COC(=O)c1sc(-c2ccccc2)cc1NC(=O)c1ccccc1 | -1 | -2 | -5 | 0 | -2.4 | -50 | -1 | 2 | -1.0 | -3
Cc1cc(C(=O)NCC(c2ccco2)N(C)C)no1 (stereo not drawn) | -8 | -7 | 2 | 2 | -1.0 | 20 | . | 1 | 3.3 | -8
Cc1nc(N(C)C)ncc1C(=O)O | -5 | -7 | -5 | -3 | -0.1 | 0 | . | 0 | -0.7 | -2
COc1ncccc1C(=O)N1CCCC(C(=O)c2cccc(OC(C)C)c2)C1 (stereo not drawn) | 12 | 1 | -6 | 0 | 0.1 | -18 | 5 | -7 | -2.4 | 0
Cc1ccc(S(=O)(=O)N2c3ccccc3NC(=O)C2CC(=O)Nc2ccccc2)cc1 (stereo not drawn) | -9 | -1 | -2 | 0 | . | 19 | -4 | 2 | -1.3 | -3
CC(C)[C@H](NC(=O)NCc1ccco1)C(=O)O | -2 | -1 | 3 | -3 | . | 0 | 1 | 5 | 1.9 | 1
COc1ccc(CNS(=O)(=O)c2ccc3c(c2)N(C)CCO3)cc1 | 4 | -1 | -7 | -1 | -2.0 | 44 | -1 | -10 | -1.2 | -2
CCC[C@@H](CN1CCC[C@H]1CN1C(N)=NC[C@H]1CC(C)C)N1C[C@@H]([C@H](C)CC)N(CCc2ccc(Cl)c(Cl)c2)C1=N | -5 | 3 | -2 | -7 | -5.3 | 1 | -1 | -4 | -0.1 | 2
Cc1ccc(OCC(=O)N/N=C/c2cccnc2)cc1C | -9 | -1 | -6 | -6 | 0.2 | 5 | -2 | 13 | 0.1 | -4
O=S(=O)(Nc1ccccc1N1CCCCC1)c1ccc(Cl)s1 | -1 | -8 | -6 | 4 | -1.2 | . | -1 | -3 | 0.0 | -7
O=c1[nH]cc(S(=O)(=O)N2CCN(c3cccc(Cl)c3)CC2)c(=O)[nH]1 | -22 | 3 | 6 | 2 | -2.2 | 14 | 0 | 0 | -0.1 | 6
CCC(=O)Nc1nc2ccccc2n1Cc1ccc(Cl)cc1 | -8 | 2 | 3 | 3 | -2.1 | 14 | -1 | 1 | -0.3 | 0
COc1cccc(N=c2oc3cc(O)ccc3cc2C(=O)NCC2CCCO2)c1 (stereo not drawn) | 0 | 4 | 0 | -1 | -2.6 | -37 | . | -211 | 0.2 | -3
O=C(c1ccc(Cl)s1)N1CCCC(N2CCN(c3ccc(F)cc3)CC2)C1 (stereo not drawn) | -1 | 1 | -16 | -8 | -2.8 | 2 | 0 | 16 | 0.4 | -2
CC#CCN1c2ccccc2[C@]23C[C@@H](C(=O)OC)N(C(=O)NC(C)(C)C)C2=NC(C(=O)OC)=C(C(=O)OC)[C@H]13 | -2 | -5 | -12 | -4 | 0.5 | 5 | -2 | 4 | -2.2 | -1
c1cncc(C(c2nnnn2C2CCCCC2)N2CCN3CCCC3C2)c1 (stereo not drawn) | -7 | -2 | -9 | -3 | -1.0 | 7 | 0 | . | 1.2 | 2
O=C(NCCc1nnc2ccc(SCC(=O)N3CCCC3)nn12)c1ccccc1 | 0 | -3 | -3 | 6 | -3.0 | 26 | 0 | -37 | 0.9 | -2
O=C(N/N=C/c1ccncc1)NC12CC3CC(CC(C3)C1)C2 | -7 | -1 | 4 | -7 | -1.5 | 16 | . | -5 | -5.8 | 5
O=C(CN(Cc1ccccc1)S(=O)(=O)c1ccccc1)N/N=C/c1ccc([N+](=O)[O-])cc1 | -6 | 0 | -13 | -9 | -2.4 | -42 | -1 | 3 | 1.1 | 6
COC(=O)c1cn(C(=O)OC)c2ccccc12 | 2 | 0 | -1 | 3 | -0.2 | -1 | 0 | 6 | 0.3 | -5
O=C(O)C1(c2ccccc2)CCC(Nc2ccccc2)C1 (stereo not drawn) | -5 | 0 | -10 | -2 | -1.1 | 11 | -3 | -2 | 0.5 | 3

Screens deposited in PubChem by several laboratories.
